NCI-60 one-dose screen, 48 h, at 10 µM unless noted. Numbers give growth in % (100 = growth as untreated, 0 = no growth, -100 = all killed).
RPMI-8226: RPMI-8226 leukemia cells. 77,000 tested, 7.5% active
M14: M14 melanoma; 80,000 tested, 6.2% active; AID 1794745
HOP-92: HOP-92 NSCLC cells. 71,000 tested, 6.3% active. AID 1794738
EKVX: EKVX NSCLC; 71,000 tested, 3% active
HOP-62: HOP-62 NSCLC. 80,000 tested, 3.9% active. AID 1794735
A549/ATCC: A549/ATCC NSCLC; 81,000 tested, 3.7% active
UACC-62: UACC-62 melanoma; 81,000 tested, 5.4% active
CCRF-CEM: CCRF-CEM leukemia. 77,000 tested, 7% active
Numbers without * were called inactive; x = no result given; & = joins results of further samples; [ ] = dose if it differs, or a comment. How the source made its calls: active means growth percent below 10; inactive means the rest.

Below each SMILES – RPMI-8226	M14	HOP-92	EKVX	HOP-62	A549/ATCC	UACC-62	CCRF-CEM
Cn1c(=O)c2nc(CCC(=O)Nc3ccc(C(=O)O)cc3)c(=O)[nH]c2n(C)c1=S
 : 111	101	96	98	98	111	90	102
CCOc1ccc(N=Nc2sc(=O)[nH]c2S)cc1
 : 88	96	113	110	107	98	82	103
CCOC(=O)CSc1sc(C(=O)OCC)c(N)c1N(CC)S(=O)(=O)c1ccc(Cl)cc1
 : 101	100	100	106	102	94	92	84
CC(C)CCC(C)(C)O
 : 111	107	122	101	105	107	107	109
COc1ccc(-c2nc3ccc4[nH]ncc4c3c3c2CCCC3)cc1B(O)O
 : 48	47	50	18	51	54	47	47
COCCCC/C(=N\OCCN)c1ccc(C(F)(F)F)cc1
 : 100	109	63	93	x	102	98	101
CCN(CC)CCOc1ccccc1Br
 : 101	89	102	109	99	95	95	108
O=C(C[n+]1ccccc1/C=N/O)c1ccccc1
 : 103	105	x	x	100	95	99	99
CCCCCOc1ccc(C(=O)OC)cc1
 : 108	101	84	110	107	102	99	98
Cc1ccccc1OCc1cccc(Cl)c1
 : 108	106	81	102	104	105	100	99

(cont.)
Below each SMILES – RPMI-8226	M14	HOP-92	EKVX	HOP-62	A549/ATCC	UACC-62	CCRF-CEM
COc1ccc(N=C(C)c2ccc(OC)cc2)cc1
 : 96	98	94	97	87	80	x	84
COc1ccc2c(c1)C(=O)/C(=C/c1c(C)n(C)n(-c3ccccc3)c1=O)CO2
 : 77	87	88	95	80	94	92	98
COc1ccc(NC2=CC(=O)C(C)=C(C)C2=O)cc1
 : 73	96	172	79	100	97	95	70
Cc1ccc(-c2nnc(SCc3nc(N)nc(Nc4ccccc4F)n3)n2-c2ccccc2)cc1
 : 84	103	67	94	95	89	86	90
C1CCc2nnnn2CC1
 : 119&107&105	112&99&98	93&77&122	99&114&118	110&97	111&98	101&107&113	103&94&98
c1ccc(CSc2nnc(-c3ccncc3)o2)cc1
 : 92	106	93	100	96	91	102	93
CCCCCCCCCCCC(=O)OCC1(C)COC(c2ccccc2)=N1 (configuration not stated)
 : x	94	x	96	91	101	94	100
Cc1nc2nc(SCCO)[nH]c2c(=O)[nH]1
 : 98	100	94	106	94	92	96	95
Nc1ncnc2c1ncn2CCOc1nc(-c2ccc(F)cc2)cc(-c2ccco2)n1
 : 103	116	100	103	106	98	95	102
CCNC(=O)c1[nH]cc(-c2ccccc2)c1-c1ccccc1O
 : 83	102	97	86	83	89	89	94

The list goes on.
Below each SMILES – RPMI-8226	M14	HOP-92	EKVX	HOP-62	A549/ATCC	UACC-62	CCRF-CEM
COc1ccc(CCCC(=O)O)c2c(OC)cccc12
 : 101	97	64	98	89	95	96	106
Oc1cc(O)c2c(=S)cc(-c3ccc(Cl)cc3)oc2c1
 : -4.7*	31	-22*	70	46	54	23	16
COC(=O)c1ccc2nc(N(Cc3ccccc3)C(=O)c3c(Cl)c(Cl)c(C)n3Cc3ccccc3)sc2c1
 : 106	97	105	94	100	103	98	103
CC(=O)NS(=O)(=O)c1ccc2sc(C)nc2c1
 : 96	102	x	97	101	103	93	100
COc1ccc(C2=C/C(=C\c3ccc(Cl)cc3)C(=O)NN2C(=S)NN)cc1
 : 87	100	74	94	x	101	87	92
COc1ccccc1C=NCCCCCCN=Cc1ccccc1OC
 : 136	100	106	98	104	97	104	140
CCN(Cc1ccccc1)c1ccc(SC#N)cc1
 : 80	89	53	x	118	102	90	13
O=C(O)/C=C\C(=O)NNc1ccccc1
 : x	58	81	81	77	67	x	64
Cc1cc(C)c(C(=O)CC(C)C)c(C)c1
 : 102	103	111	x	96	104	109	99
Cc1ccc(-n2c(C)nn3c(=O)c4c5c(sc4nc23)CN(C)CC5)cc1
 : x	96	x	95	x	74	101	x

New compounds follow.
Below each SMILES – RPMI-8226	M14	HOP-92	EKVX	HOP-62	A549/ATCC	UACC-62	CCRF-CEM
Cc1ccc(C(=O)CSc2nnc3sc(Nc4ccccc4)nn23)cc1
 : 106	103	91	102	94	100	79	101
Cc1cc(Nc2nc(C(N)=O)nc3ccccc23)n[nH]1
 : 108	82	90	x	98	93	102	101
CCOC(=O)C(C(=O)OCC)C(C)CC (configuration not stated)
 : 99&107&102	104&99&100	90&106	95&108	101&91&89	100&104&103	108&113&100	88&93
O=Cc1ccc(Oc2nc(N3CCOCC3)nc(N3CCOCC3)n2)cc1
 : 102	112	102	100	98	98	94	108
CC(C)Oc1cccc(O)c1
 : 102	102	101	94	90	93	101	104
O=c1c2cc(Cl)cc(Cl)c2[nH]c(=S)n1-c1ccc(S(=O)(=O)Nc2ccc(Cl)nn2)cc1
 : 98	22	91	92	98	106	96	100
Cc1c(C(N)=O)sc2nc(SCc3nnc(-c4ccc(Cl)cc4)o3)n(Cc3ccccc3)c(=O)c12
 : 104	101	103	x	103	101	107	96
O=C(NNc1ccccc1)NNc1ccccc1
 : 105	108	95	102	96	57	86	86
N#CC1=C(/N=C/c2ccccc2)Oc2c(ccc3ccccc23)C1c1ccco1 (configuration not stated)
 : 98	97	100	83	89	105	90	105
CC(O)c1cccc2ccccc12 (configuration not stated)
 : 102	101	121	118	99	95	92	106

(cont.)
Below each SMILES – RPMI-8226	M14	HOP-92	EKVX	HOP-62	A549/ATCC	UACC-62	CCRF-CEM
COc1ccccc1CN1C(=O)C2C/C(=C\N(C)C)C(=O)N2C1N(C)C (configuration not stated)
 : 96	104	90	89	97	71	94	87
NC(=O)c1cccc(-n2ccc3cc(NC(=O)Nc4cc(C(F)(F)F)cc(C(F)(F)F)c4)ccc32)n1
 : x	51	52	41	45	34	53	54
O=c1cc(/C=N\Nc2ccc([N+](=O)[O-])cc2)[nH]c(=O)[nH]1
 : 107	116	105	100	104	98	79	103
COc1cccc(-c2nn(-c3ccccc3)cc2-c2ccnc(NCCNC(=O)c3ccc(F)cc3)c2)c1
 : 62	76	68	74	66	65	84	63
C/C=C(/C=O)[C@@H](CC=O)CC(=O)OCCc1ccc(O)cc1
 : 112	92	90	93	98	98	96	78
COc1cc2c(c(OC)c1OC)C(=O)CC(c1cccc(NC(=O)[C@H](CC(C)C)NC(=O)OC(C)(C)C)c1)O2 (some centres not stated)
 : 83	109	62	86	97	88	70	77
COc1cccc(/C(=C/c2ccc([N+](=O)[O-])cc2)C(=O)O)c1
 : 102	111	96	x	103	102	99	106
N#Cc1cc(-c2ccnc(Nc3ccc(N4CCN(C5COC5)CC4)cc3)n2)ccc1OC1CCOCC1
 : 44	66	56	87	57	81	83	58
O=C1NC(=O)C(c2ccccc2)(c2ccccc2)N1
 : 93&99	85&100	94&87	110&107	100&105	98&104	105	95&94
CCOP(=O)(CCCc1cc2c(c(OC)c1OC)OCO2)OCC
 : 96	104	105	103	105	100	101	97

The listing continues:
Below each SMILES – RPMI-8226	M14	HOP-92	EKVX	HOP-62	A549/ATCC	UACC-62	CCRF-CEM
CSc1nc(Cl)cc(=O)n1C
 : 114	103	97	101	112	98	108	111
C[N+]1(Cc2ccc(C[N+]3(C)CCCCCC3)cc2)CCCCCC1
 : x	114	91	116	116	93	106	100
COc1ccc(/C=C/C(=O)Nc2cccnc2Nc2ccc(F)cc2)cc1
 : 89	103	x	88	117	85	87	112
CC(=O)Nc1ccc(F)cc1F
 : 101	102	106	105	102	100	x	106
N#Cc1ccc([N+](=O)[O-])cc1OCCN1CCOCC1
 : 105	99	110	100	99	94	100	105
CCCCC1COc2cccc3c2N1C=C/C3=C\C(=O)N(C)c1ccc(Br)cc1 (configuration not stated)
 : 97	99	115	98	106	102	89	98
O=[N+]([O-])c1cc(NS(=O)(=O)c2ccccc2)ccc1NS(=O)(=O)c1ccccc1
 : 109	89	98	119	110	98	86	96
COc1cc2oc(-c3cccc(C(=O)Nc4ccc(Cl)cc4)c3)cc(=O)c2c(OCCNC(=O)CNC(=O)OC(C)(C)C)c1OC
 : 29	60	55	65	75	54	81	49
CCN(CC)C(=O)NCN1C(=O)c2cccc3cccc(c23)C1=O
 : 107	108	80	102	96	85	97	104
CSc1nn2c(-c3cccs3)ccnc2c1C#N
 : 100	102	97	85	97	91	96	103

Next compounds.
Below each SMILES – RPMI-8226	M14	HOP-92	EKVX	HOP-62	A549/ATCC	UACC-62	CCRF-CEM
COc1ccc(NS(=O)(=O)c2ccc(NC3=C(Cl)C(=O)c4nc(C)ccc4C3=O)cc2)nn1
 : 101	119	119	92	93	102	103	102
COC(=O)c1nc(-c2ccccc2)oc1S(=O)(=O)N1CCCC(C)C1 (configuration not stated)
 : 51	39	73	100	107	97	85	1.2*
O=[N+]([O-])c1cccc(OCCCCOc2ccccc2)c1
 : 97	111	100	x	106	92	94	100
C=C(Cl)C(O)CO (configuration not stated)
 : 101	96	83	100	90	113	114	99
Nc1ccc(-c2ccc(N)c([N+](=O)[O-])c2)cc1[N+](=O)[O-]
 : 94	104	97	82	95	97	92	83
COc1ccc(-c2nc(-c3c[nH]c4ncccc34)cs2)cc1
 : 81[100 µM]	86[100 µM]	85[100 µM]	70[100 µM]	107[100 µM]	107[100 µM]	97[100 µM]	108[100 µM]
Fc1ccc(CCNc2ncnc3[nH]ncc23)cc1
 : 71	101	x	71	102	104	97	87
C=C1c2c(C)nn(-c3ccccc3)c2N(C)C23C[C@@H]1C1(C)c4c(C)nn(-c5ccccc5)c4N(C)C(C)(C[C@H]12)C3 (some centres not stated)
 : 27	69	x	x	45	40	48	47
CC(Sc1ncnc2nc[nH]c12)c1ccccc1 (configuration not stated)
 : 93	99	95	98	99	97	93	113
Fc1ccc(C2CC(c3cccc(Nc4ccncc4)c3)=NN2c2ccc(Cl)cc2)cc1 (configuration not stated)
 : 28	101	52	85	65	53	100	43

In another format: entries from further up
| molecule | RPMI-8226 | M14 | HOP-92 | EKVX | HOP-62 | A549/ATCC | UACC-62 | CCRF-CEM |
| --- | --- | --- | --- | --- | --- | --- | --- | --- |
| COC(=O)c1nc(-c2ccccc2)oc1S(=O)(=O)N1CCCC(C)C1 (configuration not stated) | 51 | 39 | 73 | 100 | 107 | 97 | 85 | 1.2* |
| C=C1c2c(C)nn(-c3ccccc3)c2N(C)C23C[C@@H]1C1(C)c4c(C)nn(-c5ccccc5)c4N(C)C(C)(C[C@H]12)C3 (some centres not stated) | 27 | 69 | x | x | 45 | 40 | 48 | 47 |
| Nc1ccc(-c2ccc(N)c([N+](=O)[O-])c2)cc1[N+](=O)[O-] | 94 | 104 | 97 | 82 | 95 | 97 | 92 | 83 |
| Fc1ccc(C2CC(c3cccc(Nc4ccncc4)c3)=NN2c2ccc(Cl)cc2)cc1 (configuration not stated) | 28 | 101 | 52 | 85 | 65 | 53 | 100 | 43 |
| CC(Sc1ncnc2nc[nH]c12)c1ccccc1 (configuration not stated) | 93 | 99 | 95 | 98 | 99 | 97 | 93 | 113 |
| C=C(Cl)C(O)CO (configuration not stated) | 101 | 96 | 83 | 100 | 90 | 113 | 114 | 99 |

Carrying on:
Below each SMILES – RPMI-8226	M14	HOP-92	EKVX	HOP-62	A549/ATCC	UACC-62	CCRF-CEM
C/C(=N/NC(=O)c1cc2ccccc2oc1=N)c1ccc(Cl)cc1
 : 108	100	125	103	109	102	98	98
Cc1cc(C)c(/C=C2\C(=O)Nc3ccc(NC(=O)CCCCC(=O)NO)cc32)[nH]1
 : 68	52	42	x	74	94	61	32
NC(=S)NN=C1CCCCC1
 : 69	81	92	x	92	85	90	40
C/C=C/Cc1ccc(O)cc1
 : 95	94	85	94	97	120	100	90
COC(=O)/C(CCC=C(C)C)=C1\[C@@H](OC(C)=O)C[C@@]2(C)[C@H]1C/C(=N\O)[C@H]1[C@@]3(C)CCNC(=O)[C@@H](C)[C@@H]3CC[C@@]12C
 : 94	111	95	97	114	100	92	102
Cc1ccc(S(=O)(=O)OCC(COS(=O)(=O)c2ccc(C)cc2)(COS(=O)(=O)c2ccc(C)cc2)COS(=O)(=O)c2ccc(C)cc2)cc1
 : 94	106	86	x	96	97	92	92
CC(C)c1ccc(C2=C/C(=C\c3ccc(F)cc3)C(=O)N2CCc2ccc(S(N)(=O)=O)cc2)cc1
 : 99	100	116	97	97	100	87	98
CN1C(=O)C(=Cc2ccc(OCC(=O)N3CCCC3)cc2)C(=O)N(C)C1=O
 : 99	98	93	95	95	98	105	108
CC(N)(CCC(=O)O)C(=O)O (configuration not stated)
 : x	97	115	x	95	103	110	103
O=C(CCCCC(=O)N(CCO)CCO)N(CCO)CCO
 : 109	101	x	x	99	101	105	x
C#CCOC(=O)c1ccc(Cl)cc1
 : 108	106	x	112	x	108	102	102
